Screening data: PubChem BioAssay, National Center for Advancing Translational Sciences (NCATS)
TRHR ag – qHTS for Small Molecule Agonists and Allosteric Enhancers of Human TRH Receptor: Primary Screen for Agonists. TRHR cells, calcium flux fluo-8, FDSS agonist mode. 360,000 compounds, 0.18% hits. AID 493084, 2011. activation, % at 2 µM. Thyrotropin-releasing hormone receptor (Homo sapiens), P34981; in the data active = activation above about 30%; also: 0% is about no effect
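Read-out: compound-evoked intracellular calcium rise in TRHR cells, fluo-8 dye, kinetic FDSS fluorescence at 1 s/cycle following a 10-cycle baseline. Cells cultured overnight before dye loading (30 min–1.5 h, RT).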
POLB inh – qHTS Assay for Inhibitors of DNA Polymerase Beta | Pol beta primer extension/strand displacement, fluorescence kinetic | AID 485314, 2010 | P06746 | 340,000 compounds, 1.3% hits | Potency, µM (series often up to 114 µM), for inactives: at the top dose activity change, negative = inhibition, most hits filed as inhibitors; also: potency is read from the fitted curve at half-maximal effect; % is scaled to controls: 0 for no effect and ±100 for the full control effect
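Pol beta (10 nM) and compounds were preincubated 15 min at room temperature, then 50 nM substrate (final) started primer extension/strand displacement. Reads were taken at 0 and 10 min; concentration-response data were fitted to a four-parameter Hill equation.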
POLI inh – qHTS for Inhibitors of Polymerase Iota | DNA polymerase iota (Homo sapiens), Q9UNA4 | Pol iota fluorescent replication assay, 10 min | Potency, µM (highest dose often 115 µM), for the others: at the highest dose activity, negative = inhibition, hits mostly inhibitors | 390,000 compounds, 1% hits | AID 588590, 2011; also: potency is read from the fitted curve at half-maximal effect
Target sequence (Q9UNA4 whole entry, looked up): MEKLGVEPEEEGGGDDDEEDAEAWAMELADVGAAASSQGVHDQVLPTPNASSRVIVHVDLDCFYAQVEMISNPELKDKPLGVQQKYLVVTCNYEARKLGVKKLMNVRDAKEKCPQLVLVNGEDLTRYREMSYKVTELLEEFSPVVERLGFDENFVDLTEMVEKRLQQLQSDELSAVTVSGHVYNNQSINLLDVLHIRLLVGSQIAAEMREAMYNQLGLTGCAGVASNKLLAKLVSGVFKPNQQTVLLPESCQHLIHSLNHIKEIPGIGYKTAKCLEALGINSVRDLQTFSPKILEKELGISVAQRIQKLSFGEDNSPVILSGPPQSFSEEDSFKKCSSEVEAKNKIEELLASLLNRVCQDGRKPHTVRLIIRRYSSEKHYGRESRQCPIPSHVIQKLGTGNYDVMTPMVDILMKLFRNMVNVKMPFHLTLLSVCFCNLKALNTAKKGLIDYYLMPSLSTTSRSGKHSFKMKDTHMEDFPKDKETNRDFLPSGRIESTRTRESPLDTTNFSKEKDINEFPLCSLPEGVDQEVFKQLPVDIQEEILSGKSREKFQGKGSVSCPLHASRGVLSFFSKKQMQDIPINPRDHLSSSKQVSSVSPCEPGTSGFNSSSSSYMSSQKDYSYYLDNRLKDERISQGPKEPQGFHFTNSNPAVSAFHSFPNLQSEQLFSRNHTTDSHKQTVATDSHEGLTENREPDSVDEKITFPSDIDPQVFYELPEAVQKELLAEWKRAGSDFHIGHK
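Fluorescent replication assay read twice, at 0 min and 10 min after adding 50 nM (final) substrate. Enzyme (10 nM) and compounds were first incubated 15 min at room temperature; enzyme-free buffer wells were negative controls.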
ALOX12 inh – Primary qHTS assay for inhibitors of human arachidonate 12S-lipoxygenase (ALOX12): Round 2; Polyunsaturated fatty acid lipoxygenase ALOX12 (Homo sapiens), P18054; 580,000 compounds, 1.1% hits; AID 1671190, 2021; purified 12hLO, xylenol orange hydroperoxide absorbance; Potency, µM (titrated, usually from 108 µM), inactives show top-dose activity change, negative = inhibition, hits mostly inhibitors; also: potency is read from the fitted curve at half-maximal effect; % is scaled to controls: 0 for no effect and ±100 for the full control effect
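Purified human 12hLO (150 nM final) in 25 mM Hepes, 0.01% Triton X-100, pH 7.0 was preincubated 15 min at room temperature with compound. Then 40 uM arachidonic acid was added, 30 min. Hydroperoxide was read by Fe-XO absorbance ratio 573/405 nm.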
ERG-DNA inh – qHTS for Small Molecule Inhibitors of the ERG Ets/DNA interaction; Transcriptional regulator ERG (Homo sapiens), P11308; fluorescence polarization, His-ERG Ets domain / labelled DNA; Potency, µM (series often up to 76.9 µM), for the others: at the highest dose FP activity, negative = inhibition, hits mostly inhibitors; 370,000 compounds, 0.028% hits; active = well fitted inhibition curve with a large enough effect in the polarisation, with a control signal flat; inconclusive = small, poorly fitted or top-dose-only effect, or effect the other way, or a change in a side signal; inactive = no such curve, though single readings can be large or run the other way; the % refers to the polarisation;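 also: polarization taken with two DNA probes labelled with fluorescein and Texas red; potency is read from the fitted curve at half-maximal effect; % of control where 0% means no effect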
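His-tagged ERG Ets domain (1 uM in the protein solution; 300mM KCl, 50mM Tris-HCl, 1mM EDTA, 1mM DTT, pH 7.5) received compound, then a probe mix of 5 nM fluorescein-DNA and 100nM Texas-615-DNA. Fluorescence polarization was read for both dyes.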
Pol kappa inh – qHTS for Inhibitors of Polymerase Kappa. DNA polymerase kappa (Homo sapiens), Q9UBT6. purified Pol kappa, fluorescent DNA synthesis assay, 10 min. Potency, µM (highest dose often 107 µM), for inactives: at the top dose activity, negative = inhibition, usual class: inhibitors. 400,000 compounds, 0.53% hits; also: potency is read from the fitted curve at half-maximal effect; % is scaled to controls: 0 for no effect and ±100 for the full control effect
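Fluorescent qHTS in 1536-well format: enzyme (10 nM) and compound sat 15 min at room temperature before 50 nM substrate (final) was added. Signal taken at 0 and 10 min; no-enzyme buffer wells were negative controls.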
BLM helicase inh – qHTS Assay for Inhibitors of Bloom's syndrome helicase (BLM); Potency, µM (series often up to 56.1 µM), without a hit: at the top dose activity change, negative = inhibition, hits mostly inhibitors; recombinant BLM DNA unwinding, fluorescence dequenching; RecQ-like DNA helicase BLM (Homo sapiens), P54132; 350,000 compounds, 0.2% hits;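 also: potency is read from the fitted curve at half-maximal effect; plate controls were vehicle for no effect and no enzyme for full effect; nearly all actives have a fitted effect of over 35% in size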
Apoferritin bind – qHTS Assay for Identification of Novel General Anesthetics; Ferritin light chain (Equus caballus), P02791; apoferritin/1-aminoanthracene competitive binding, fluorescence; Potency, µM (top dose mostly 77.5 µM), for inactives: at the highest dose activity change, negative = displacement, actives largely listed as inhibitors; 350,000 compounds, 0.074% hits; AID 485281, 2010; also: potency is read from the fitted curve at half-maximal effect; % is scaled to controls: 0 for no effect and ±100 for the full control effect; nearly all actives have a fitted effect of over 20% in size
Target sequence (P02791 2-175 limits assumed): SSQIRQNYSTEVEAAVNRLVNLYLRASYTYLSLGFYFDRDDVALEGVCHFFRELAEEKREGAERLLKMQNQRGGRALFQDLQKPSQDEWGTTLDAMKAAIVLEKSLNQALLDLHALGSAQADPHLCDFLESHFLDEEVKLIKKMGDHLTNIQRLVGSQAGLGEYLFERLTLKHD
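Probe: 1-aminoanthracene (50% saturated, PBS). Protein: horse-spleen apoferritin, 10 uM. Incubation: 10 min, room temperature. Detection: 380 nm excitation, 535 nm emission. Analysis: normalized response, four-parameter Hill.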
APE1 inh – qHTS Assay for Inhibitors of the Human Apurinic/apyrimidinic Endonuclease 1 (APE1) | DNA repair nuclease/redox regulator APEX1 (Homo sapiens), P27695 | 350,000 compounds, 0.35% hits | Potency, µM (series often up to 65.8 µM), for the others: at the top dose activity change, negative = inhibition, actives largely listed as inhibitors | recombinant APE1, TAMRA/BHQ-2 abasic DNA cleavage fluorescence;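 also: potency is read from the fitted curve at half-maximal effect; plate controls were vehicle for no effect and reference inhibitor for full effect; nearly all actives have a fitted effect of over 55% in size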
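Kinetic fluorescence read (525 ex/598 em nm, three reads 60 s apart) of AP-site incision; signal = third minus first read. Enzyme 0.75 nM, dual-labelled THF duplex 50 nM, compound preincubation 15 min RT.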
* = called active by the depositor; ? = inconclusive; . = no result given; & = joins results of further samples; [ ] = dose if it differs, or a comment. Unless noted, calls follow the shape of the dose curve; as a rule, active = well fitted curve in the direction sought with a large enough effect; inconclusive = small, poorly fitted or top-dose-only effect, or another doubt; inactive = no such curve, though single readings can be large; an effect the other way counts as inactive or inconclusive. An excerpt; the hit share may differ from the screen's.

SMILES | TRHR ag | POLB inh | POLI inh | ALOX12 inh | ERG-DNA inh | Pol kappa inh | BLM helicase inh | Apoferritin bind | APE1 inh
CSCc1c(C(=O)Nc2ccccc2N2CCOCC2)oc2ccccc12 | 0.7 | . | -2% | ? | -1% | -12% | . | . | -5%
CC(C)c1ccc(NC(=O)NCc2ccc3c(c2)OCO3)cc1 | -0.5 | 0% | 5% | 7% | 4% | -5% | -3% | -16% | -7%
Cc1ccc(CC(=O)O/N=C(\N)Cc2ccc([N+](=O)[O-])cc2)cc1 | -2.4 | 16% | 44%[activator] | 4% | 1% | -5% | -2% | ? | -1%
O=c1cc(O)n(-c2ccc(Cl)cc2)c(=S)[nH]1 | -0.1 | 0% | -9% | ? | 1% | -1% | -1% | -3% | -4%
O=C(CSc1ncc(C(F)(F)F)cc1Cl)N1CCNC1=O | . | . | 43% | 89%[activator] | 2% | -19% | . | . | 4%
CCc1cccc(NC(=O)c2ccc(NC(=O)N3CCSc4ncccc43)cc2)c1 | -0.6 | 3% | 5% | ? | 5% | -8% | -5% | -8% | .
COc1ccccc1N1CCN(CC(=O)c2ccc(F)cc2)CC1 | 0.4 | 1% | 40% | 1.1µM* | -3% | -1% | -6% | -10% | 0%
NC1=NC(=O)/C(=C\c2cccs2)S1 | 0.4 | ? | 0%[58.9 µM] | -22% | 7% | -5% | 3% | -5% | 0%
CN1CCc2c(c3c(n2C)CCN(C)[C@@H]3c2cccnc2)[C@H]1c1cccnc1 | -0.3&-1.3 | -2%&6% | 28% | -6% | 3% | 5%[60.1 µM] | -2%&0% | -2%&1% | 17%&-2%
Clc1cc(Br)ccc1OCCOCCN1CCOCC1 | 0.9 | -1% | -14% | ? | 2% | -17% | 3% | -7% | 1%
CC(=O)Nc1cccc(C(=O)Nc2ccc(S(=O)(=O)N3CCCCC3)cc2)c1 | 1.2 | . | 13% | -7% | -10% | -4% | . | . | -7%
Cc1cccc(C)c1NC(=O)c1cccc(N2C(=O)C3CCC(C)CC3C2=O)c1 (configuration not stated) | 0.1 | -2% | -4% | 0% | 9% | -8% | 0% | -24% | 29%
CCc1ccc(N(C(=O)CNC(=O)c2ccco2)C(C(=O)NC2CCCC2)c2cccnc2)cc1 (configuration not stated) | 0.9 | 52% | 114%[activator] | -2% | -1% | 0% | 1% | 0% | -9%
C[C@H]1CN=C(N(C)C)N1CC1CCCCC1 | 0.5 | . | -6% | ? | -2% | -15% | . | . | -12%
CCOc1ccc(NC(=O)NCCCN2CCCC2)cc1 | 0.3 | 0% | 11% | 39%[activator] | 2% | -6% | 0% | -14% | 1%
COc1ccccc1N1CCN(C(=O)c2cc3sccc3n2C)CC1 | 0.3 | 0% | -1% | -23% | 4% | 0% | -2% | -18% | -4%
CC1(C)Cc2c(cnn2-c2ccc(F)cc2)C(NC(=O)c2ccoc2)C1 (configuration not stated) | -0.6 | ? | 26% | -13% | 0% | -9% | -4% | 10% | -2%
CC(NC(=O)c1ccc(N(C)C)cc1)C(c1cccs1)N1CCN(C)CC1 (configuration not stated) | -0.4 | -10% | 32% | 1% | . | -4% | -6% | 3% | -3%
O=C(NC(CC1CCCCC1)C(=O)O)c1ccccc1 (configuration not stated) | -0.1 | . | 23% | -2% | 0% | -19% | . | . | 1%
CCCN(C(=O)CCNC(=O)Cn1cnc2ccccc2c1=O)c1cccc(C)c1 | -2.0&-1.5 | 7%&1% | 39%&-6%[activator] | -5%&-17% | 13%&1% | 12%&1% | -1%&1% | -5%&-7% | 75%[activator]
COc1cc(C(=O)Nc2ccc(OCC(=O)N3CCOCC3)cc2C)cc(OC)c1OC | -0.8 | 16% | 24% | 0% | -11% | 7% | -2% | -2% | 73%[activator]
COc1cc(C#N)ccc1OCC(=O)c1ccc2c(c1)OCCO2 | 0.3 | 2% | -2% | 4% | 5% | -13% | -4% | ? | -3%
Cc1ccc(C)c(CN2C(=O)c3ccccc3S(=O)(=O)c3ccc(C(=O)NCc4ccccc4)cc32)c1 | 1.1 | 7% | 2% | -1% | 13% | 4% | -7% | -21% | .
CC(C)OCCCN(Cc1ccco1)C(=O)c1cc2c(s1)-c1ccccc1OC2 | 1.1 | 2% | -1% | -11% | -1% | -4% | -15% | 58%[activator] | .
CC(C)c1nnc(SCC(=O)NCCC2=CCCCC2)n1N | -0.7 | 3% | ? | ? | 8% | 0% | -9% | -19% | 3%

(further entries)
SMILES | TRHR ag | POLB inh | POLI inh | ALOX12 inh | ERG-DNA inh | Pol kappa inh | BLM helicase inh | Apoferritin bind | APE1 inh
CC(C)CCN1CCN(Cc2nc3ccccc3s2)CC1CCO (configuration not stated) | 0.8 | 9% | 22% | -29% | -8% | 5% | 0% | -5% | -6%
CCCC(CCC)C(=O)NCCN1CCOCC1 | -0.1 | 1% | 11% | 0% | -4% | -20% | 4% | 4% | 4%
FC(F)(F)c1nnc2ccc(-n3ccnc3)nn12 | 0.1 | 24% | 57%[activator] | -4% | 0% | -16% | -4% | -4% | ?
O=C(NCc1ccccc1Cl)C1CCN(S(=O)(=O)N2CCCCCC2)CC1 | 0.2 | 25% | 4% | -3% | -7% | -16% | -5% | -15% | 0%
O=C(CCS(=O)(=O)c1ccccc1)Nc1nc2ccc(F)cc2s1 | 0.0 | . | 8% | ? | 4% | -1% | . | . | 16%
CCCn1c(C)cc(C(=O)COc2ccc(C)nc2[N+](=O)[O-])c1C | 0.2 | 11%[57.1 µM] | 13% | 1% | 0% | -9% | -7% | 7% | -2%
CCc1cccc(N(CC(=O)NCc2ccc(F)cc2)C(=O)c2csnn2)c1 | 0.1 | 1% | 34%[activator] | -15% | 5% | 2% | -5% | -13% | 1%
CCC(=O)c1c[nH]c(C(=O)NCc2cccs2)c1 | 0.4 | 3% | 12% | 16% | -2% | -3% | -2% | 1% | 0%
COc1ccc(C(C)=O)cc1CSc1nnc(Nc2ccccc2C)s1 | -0.3 | 19% | 15% | -20% | 19% | 5% | -1% | -15% | 2%
Cc1ccccc1NC(=O)Cc1nc(COC(=O)c2ccc(C(F)(F)F)cc2)cs1 | 0.8 | . | 14% | -9% | -17% | 10% | . | . | 35%
CCCCNc1c(-c2ccc(OC)c(SC(C)CC)c2)nc2cnccn12 (configuration not stated) | . | . | ? | ? | 0% | 8% | . | . | .
O=S(=O)(c1ccc(F)cc1)N1CCCN(Cc2c(F)cccc2F)CC1 | -0.1 | 24% | 130%[activator] | 0% | 17% | -4% | -4% | -14% | -9%
CCOC(=O)c1c(C)[nH]c(C)c1S(=O)(=O)N1c2ccccc2CC1C (configuration not stated) | -0.8 | 12% | ? | 1% | -6% | -14% | -1% | -11% | 80%[activator]
O=C(CSc1ncc2c(n1)-c1ccccc1N(Cc1ccc(F)cc1)S2(=O)=O)NCCc1ccccc1 | 0.0 | 13% | -1% | ? | -6% | -1% | -3% | 3% | .
COc1ccc(N2CCN(CC(O)COC(C)(C)C)CC2)cc1 (configuration not stated) | 0.1 | -9% | 12% | -16% | -16% | 3% | -1% | -5% | 0%
CCOC(=O)c1ccc(NC(=O)CSc2nc3ccccc3c(=O)n2CCNC(C)=O)cc1 | -0.1 | -4% | 29% | -4% | 0% | 1%[60.1 µM] | -3% | 11% | .

A few values from the list.
Under ERG-DNA inh, `O=C(CSc1ncc2c(n1)-c1ccccc1N(Cc1ccc(F)cc1)S2(=O)=O)NCCc1ccccc1` shows -6%
Under Apoferritin bind, `NC1=NC(=O)/C(=C\c2cccs2)S1` shows -5%
Under ERG-DNA inh, `CSCc1c(C(=O)Nc2ccccc2N2CCOCC2)oc2ccccc12` shows -1%
Under ERG-DNA inh, `CC(C)CCN1CCN(Cc2nc3ccccc3s2)CC1CCO` (configuration not stated) shows -8%

Shown with values under each structure: entries from further up.
Values run as follows: TRHR ag | POLB inh | POLI inh | ALOX12 inh | ERG-DNA inh | Pol kappa inh | BLM helicase inh | Apoferritin bind | APE1 inh
> CCC(=O)c1c[nH]c(C(=O)NCc2cccs2)c1
  0.4 | 3% | 12% | 16% | -2% | -3% | -2% | 1% | 0%
> COc1ccc(C(C)=O)cc1CSc1nnc(Nc2ccccc2C)s1
  -0.3 | 19% | 15% | -20% | 19% | 5% | -1% | -15% | 2%

Arranged by value in Pol kappa inh (highest first): some entries from above
molecule | TRHR ag | POLB inh | POLI inh | ALOX12 inh | ERG-DNA inh | Pol kappa inh | BLM helicase inh | APE1 inh
COc1ccc(C(C)=O)cc1CSc1nnc(Nc2ccccc2C)s1 | -0.3 | 19% | 15% | -20% | 19% | 5% | -1% | 2%
CCC(=O)c1c[nH]c(C(=O)NCc2cccs2)c1 | 0.4 | 3% | 12% | 16% | -2% | -3% | -2% | 0%
CCOC(=O)c1c(C)[nH]c(C)c1S(=O)(=O)N1c2ccccc2CC1C (configuration not stated) | -0.8 | 12% | ? | 1% | -6% | -14% | -1% | 80%[activator]
O=C(NCc1ccccc1Cl)C1CCN(S(=O)(=O)N2CCCCCC2)CC1 | 0.2 | 25% | 4% | -3% | -7% | -16% | -5% | 0%
